LEDGF integ inh = blocks HIV-1 LEDGF/p75-dependent DNA integration; TR-FRET IN-LEDGF/p75 DNA integration, Eu/Cy5; inhibition, % at 3.7 µM; 0.64% of 370,000 active; AID 743269;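 active = inhibition above the screen-wide mean plus 3 SD, cut at about 13% in these data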;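 also: signal is the Cy5 over europium emission ratio at 671 and 618 nm; 0% = plate median of compound wells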
UHRF1 binding = human UHRF1 methylated DNA binding inhibitors; 0.75% of 370,000 active; AID 687016; UHRF1 binding to methylated oligo, TR-FRET; inhibition, % at 4.4 µM; in the data active = inhibition above about 21%;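 also: UHRF1 SRA domain binding a hemimethylated CpG hairpin DNA probe; 0% = median of test compound wells and 100% = reference inhibitor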
Target sequence (Q96T88 whole entry, looked up, the tested form may be a part): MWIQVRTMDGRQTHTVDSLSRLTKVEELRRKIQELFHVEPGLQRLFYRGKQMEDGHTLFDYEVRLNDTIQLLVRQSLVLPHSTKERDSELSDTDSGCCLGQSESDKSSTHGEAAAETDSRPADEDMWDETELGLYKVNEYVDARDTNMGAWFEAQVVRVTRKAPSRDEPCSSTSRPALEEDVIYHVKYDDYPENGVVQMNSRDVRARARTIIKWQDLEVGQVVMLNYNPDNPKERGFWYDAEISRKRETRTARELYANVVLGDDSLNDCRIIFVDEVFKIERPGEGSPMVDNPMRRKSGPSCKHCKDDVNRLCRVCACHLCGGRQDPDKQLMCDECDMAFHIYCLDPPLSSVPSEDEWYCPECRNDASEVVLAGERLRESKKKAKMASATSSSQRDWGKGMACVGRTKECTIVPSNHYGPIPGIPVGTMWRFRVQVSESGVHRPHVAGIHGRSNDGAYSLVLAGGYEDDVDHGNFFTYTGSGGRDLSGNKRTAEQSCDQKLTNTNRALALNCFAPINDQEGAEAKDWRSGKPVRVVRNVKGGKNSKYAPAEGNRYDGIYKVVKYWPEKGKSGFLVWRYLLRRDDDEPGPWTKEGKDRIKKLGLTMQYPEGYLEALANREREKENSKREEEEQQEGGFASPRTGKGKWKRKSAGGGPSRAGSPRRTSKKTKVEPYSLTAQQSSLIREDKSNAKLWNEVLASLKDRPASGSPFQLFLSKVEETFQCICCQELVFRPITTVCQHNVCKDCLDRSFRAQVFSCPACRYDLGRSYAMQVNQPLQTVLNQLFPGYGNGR
KLK7 zymogen act = proKLK7 (human) activation, primary screen; P49862; purified proKLK7, EDANS-DABCYL substrate fluorescence; 100% is mature enzyme control, 0% vehicle; activation, % at 7 µM; 0.9% of 370,000 active;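 active = activation above the mean of all tested compounds plus 3 SD, computed per campaign excluding outliers beyond control limits, cut at about 13% in these data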
Target sequence (P49862 whole entry, looked up): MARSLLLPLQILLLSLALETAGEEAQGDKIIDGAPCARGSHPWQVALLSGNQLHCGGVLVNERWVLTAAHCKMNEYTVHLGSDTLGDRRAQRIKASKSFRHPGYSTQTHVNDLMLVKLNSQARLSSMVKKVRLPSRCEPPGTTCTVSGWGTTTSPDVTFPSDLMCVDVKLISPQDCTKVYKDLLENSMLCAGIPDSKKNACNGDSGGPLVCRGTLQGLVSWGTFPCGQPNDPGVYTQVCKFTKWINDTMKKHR
TDP2 absorb = blocks human TDP2 phosphodiesterase activity; inhibition, % at 12.8 µM; recombinant TDP2, T5PNP hydrolysis, p-nitrophenol absorbance 415 nm; 0.34% of 370,000 active;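 active = inhibition above the mean of all tested compounds plus 3 SD, set per campaign, cut at about 25% in these data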;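 also: 0% = DMSO with enzyme and 100% = buffer with substrate but no TDP2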
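Test system: Human TDP2 enzyme | Reagent: 5 mM T5PNP | Compound dosing: 12.8 µM single point, 1% DMSO | Incubation: Enzyme reaction with compound for 2 h at 37 °C | Technique: p-Nitrophenol epi absorbance | Read-out: % inhibition relative to enzyme-containing and enzyme-free wells | Benchmarks: High control without enzyme, low control DMSO plus TDP2 | Replicates: Singlicate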
SIAE inh = inhibitors of human sialic acid acetylesterase SIAE; Q9HAT2; inhibition, % at 9.66 µM; SIAE FP-Rh probe binding, fluorescence polarization; AID 1053197; 0.69% of 370,000 active;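 active = inhibition above a cutoff: mean of compounds within the control limits plus 3 SD of those, cut at about 17% in these data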;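 also: 0% = plate median of compound wells and 100% = probe without SIAE protein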
DDE Tn6 FP inh = inhibitors of Tn6 peptide binding to human fibrin DD(E); inhibition, % at 8.3 µM; AID 720509; 0.21% of 370,000 active; Fibrin DD(E) TRITC-Tn6 fluorescence polarization displacement;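 active = inhibition above a per-campaign cutoff: mean of compounds within control limits plus 3 SD, cut at about 15% in these data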;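 also: 0% = median of all compound wells on the plate and 100% = blocking peptide control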
MBD2 DNA inh = MBD2-methylated oligo binding inhibition; inhibition, % at 4.4 µM; TR-FRET, MBD2 binding to methylated oligonucleotide; Q9UBB5; 0.31% of 370,000 active; AID 686964; in the data active = inhibition above about 13%
DDE Tn7 FP inh = disrupts Tn7 cyclic peptide binding to fibrin D-Dimer-E complex. P02675. FP displacement of FITC-Tn7 peptide from fibrin DD(E); 0% = median of compound wells per plate. inhibition, % at 8.3 µM. 0.13% of 370,000 active;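 active = inhibition above the mean of compounds falling within the control limits plus 3 SD of them, cut at about 14% in these data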;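 also: 0% = plate median of compound wells and 100% = 10 µM Aha-Tn7 peptide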
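Also added: labelled Tn7 tracer, 0.1 µM; Assay system: human fibrin DD(E) protein; Amount: 2 µM fibrin DD(E); Schedule: 10 min compound pre-incubation, 3 h probe incubation at room temperature; Repeats: one replicate per compound; Read-out basis: percent inhibition; Measured by: fluorescence polarization of the labelled Tn7 tracer.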
TCR CD3 inh = human TCR-CD3 binding inhibition; TAMRA-labeled TCR probe fluorescence, biochemical; inhibition, % at 9.4 µM; 0.37% of 360,000 active; AID 651800; in the data active = inhibition above about 19%;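 also: recombinant mutant TCR 2C K166C tagged with TAMRA read by polarization; 0% = receptor in buffer alone and 100% = receptor with positive control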
PRMT1 inh = inhibitors of human PRMT1; Q99873; recombinant PRMT1, activity-based probe fluorescence polarization; inhibition, % at 2.79 µM; 1.3% of 370,000 active;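 active = inhibition above about 21% made by adding two undisclosed values, limit read from the data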
Active calls of the source: *; . = not tested or not shown. The order is random, and some 4.6% of all compounds hit somewhere here.

The line under a structure holds: TCR CD3 inh | SIAE inh | MBD2 DNA inh | DDE Tn7 FP inh | PRMT1 inh | UHRF1 binding | LEDGF integ inh | KLK7 zymogen act | TDP2 absorb | DDE Tn6 FP inh
- COC(=O)[C@@]12CCCN1[C@H](c1ccc(-c3ccc4c(c3)OCO4)cc1)[C@H]1C(=O)N(C)C(=O)[C@H]12
    0 | 2 | 0 | -6 | 0 | 3 | 0 | -0.1 | 3 | -9
- CCC(=O)Nc1ccc(C(=O)COC(=O)CCN2C(=O)C3CC=CCC3C2=O)cc1 (stereo not drawn)
    7 | 13 | 0 | -1 | -3 | -2 | -2 | 0.1 | 11 | -10
- CN(C)C(CNC(=O)c1cnc(Cl)c(Cl)c1)c1ccccc1 (stereo not drawn)
    -3 | -1 | 0 | 2 | 7 | 4 | -1 | -0.3 | -3 | -6
- CC(NC(=O)COC(=O)COc1cccc2c1OC(C)(C)C2)c1ccccc1 (stereo not drawn)
    11 | 9 | 0 | -7 | -1 | 1 | -2 | 0.5 | 10 | -10
- C/C(=N/Nc1nc(C)c(C)s1)c1cccc([N+](=O)[O-])c1
    3 | 12 | -1 | 3 | 4 | -7 | -1 | -0.4 | 8 | 7
- CCc1ccccc1Oc1nc(NCCOC)nc2cc(-c3ccccc3)sc12
    2 | -9 | -1 | 5 | -2 | -2 | 0 | 0.0 | 2 | 1
- COc1ccc(NC(=O)Nc2cnccn2)c(OC)c1
    2 | 9 | -4 | -1 | 5 | 6 | 1 | 0.4 | 21 | -7
- CNC(=S)Nc1ccc(C)c(NC(=S)NC)c1
    -9 | 10 | 2 | -9 | -4 | 1 | 4 | 1.1 | -4 | -1
- Cc1cc(C)c(S(=O)(=O)N2CCN(C(=O)N3CCOCC3)CC2)c(C)c1
    -4 | 4 | -1 | -12 | 0 | 1 | 2 | -0.3 | -2 | 7
- CC(C)(C)NC(=O)CCCSc1nc2ccccc2s1
    5 | -5 | -5 | 0 | 2 | 1 | -2 | 0.7 | -9 | 4
- Cn1c(=O)c2cccnc2c(=O)n1C
    -6 | 1 | 1 | 0 | 4 | 3 | -3 | -0.4 | -8 | 4
- Cc1ccccc1C(=O)NC(=S)Nc1ccc(S(=O)(=O)N2CCN(C)CC2)cc1
    5 | -1 | -4 | -4 | -3 | -4 | -2 | 0.2 | -5 | -8
- COC(C[C@H](O)CC(=O)COCc1ccccc1)OC
    2 | 6 | -4 | -2 | -2 | -3 | 3 | -0.2 | 2 | -5
- O=C(CSC(=S)N1CCOCC1)Nc1nc(-c2ccccc2)c(-c2ccccc2)o1
    4 | 4 | -1 | 4 | 1 | -4 | 2 | -0.6 | -4 | 9
- CCCCCCn1c(SCCN2CCOCC2)nc2c1c(=O)[nH]c(=O)n2C
    1 | 5 | 9 | 3 | 0 | 13 | 2 | 0.2 | 3 | 0

The results go on:
The line under a structure holds: TCR CD3 inh | SIAE inh | MBD2 DNA inh | DDE Tn7 FP inh | PRMT1 inh | UHRF1 binding | LEDGF integ inh | KLK7 zymogen act | TDP2 absorb | DDE Tn6 FP inh
- COc1cc(S(=O)(=O)NCc2cccnc2)ccc1F
    -1 | 6 | 1 | 2 | 0 | 1 | -2 | 0.1 | 7 | 2
- COc1ccc(CC(=O)Nc2nc(-c3cc(OC)ccc3OC)cs2)cc1
    -3 | -16 | -2 | 1 | 5 | 2 | -3 | -0.3 | -1 | -10
- CN(CC(=O)Nc1cccc(F)c1)C(=O)CCCN1C(=O)c2cccc3cccc(c23)C1=O
    2 | -7 | -7 | 3 | 1 | -4 | -1 | -2.8 | -4 | 0
- O=C(CC1S/C(=N\S(=O)(=O)c2ccc(F)cc2)N(c2ccccc2)C1=O)Nc1ccccc1 (stereo not drawn)
    -1 | -3 | -1 | -4 | 2 | -1 | 3 | 0.4 | 8 | 5
- Cc1nc(-c2ccc(NC(=O)c3ccccc3C)cc2)cs1
    -5 | 14 | 0 | 2 | 0 | -1 | -6 | 0.5 | 5 | -5
- CCCCn1c(=N)n(CCOc2ccc(C)cc2)c2ccccc21
    -9 | -4 | 2 | 4 | 4 | 3 | -2 | -0.1 | -1 | -9
- Cn1c(CNC(=O)c2ccccc2F)cc2ccccc21
    4 | 4 | -6 | 4 | 0 | -2 | -5 | 0.5 | -3 | 8
- CC[C@]12c3[nH]c4cc(CCC(=O)N(C)C)ccc4c3CCN1C(=O)[C@@H](CC(=O)NC(C)(C)C)C[C@@H]2C(=O)N1CCN(C(=O)C2CC2)CC1
    4 | -2 | 3 | -2 | 1 | 0 | -4 | 0.0 | -6 | -5
- COc1ccc(C=CC(=O)c2ccc([N+](=O)[O-])cc2)cc1
    5 | 0 | 4 | 3 | 0 | -2 | -4 | -0.3 | 3 | -4
- CCN1CCCC1CNC(=O)CSc1cc(=O)n(C)c2cc(Cl)ccc12 (stereo not drawn)
    2 | 1 | -2 | 5 | -4 | -7 | 1 | 0.7 | 1 | 7
- CC(=O)Oc1ccc(/C=N/NC(=O)C2CCCN2S(=O)(=O)c2ccc(Cl)cc2)cc1 (stereo not drawn)
    5 | 2 | -3 | -5 | -2 | -1 | 0 | 0.6 | 4 | -2
- CCCc1c(C)c2ccccc2[nH]c1=O
    -4 | 0 | 4 | -2 | 3 | 13 | -5 | -0.2 | -9 | -4
- CC(CNC(=O)c1ccccc1Cl)c1ccccc1 (stereo not drawn)
    4 | 4 | 2 | 1 | 1 | 0 | -2 | 0.1 | 15 | 4
- O=C(c1coc(=O)c(Br)c1)N1CCC(C(O)(c2ccccc2)c2ccccc2)CC1
    2 | -3 | -4 | 2 | -4 | 1 | -1 | -6.9 | 3 | 1
- Cc1ccccc1NC(=O)CSc1nc2ccccc2c2nc(CCn3cncc3C)nn12
    6 | 3 | -5 | 4 | -3 | -3 | -4 | -0.2 | 0 | -5

Other records
The line under a structure holds: TCR CD3 inh | SIAE inh | MBD2 DNA inh | DDE Tn7 FP inh | PRMT1 inh | UHRF1 binding | LEDGF integ inh | KLK7 zymogen act | TDP2 absorb | DDE Tn6 FP inh
- CS(=O)(=O)c1ccc(N)c(SSc2cc(S(C)(=O)=O)ccc2N)c1
    -1 | 1 | 3 | -4 | 87* | 3 | -4 | 0.6 | -1 | -7
- Cc1ccccc1CO/N=C/c1[nH]ncc1Br
    -8 | 10 | 2 | 2 | -1 | 1 | -4 | 0.3 | 8 | 12
- NC(=O)C1(N2CCCCC2)CCN(C(=S)NCCc2ccccc2)CC1
    6 | 0 | 1 | 0 | -1 | -2 | 0 | -0.5 | 3 | 2
- O=S(=O)(NCC1CC1)c1cc(Cl)cc(Cl)c1
    7 | 6 | 2 | 2 | 2 | -2 | -1 | -0.4 | 8 | 1
- Cc1cc(NC(=O)Nc2ccccc2)n(-c2ccccc2)n1
    5 | -19 | -1 | -7 | 0 | -1 | -1 | -0.3 | -8 | -10
- C[C@@H]1CN([C@@H](C)CO)C(=O)CCCn2nncc2CO[C@H]1CN(C)Cc1ccc(O)cc1
    9 | 9 | -2 | -5 | -1 | 1 | 4 | 0.6 | -1 | 0
- CCc1[nH]nc(C(=O)N2CCCC(Nc3ccc(C(C)C)cc3)C2)c1C (stereo not drawn)
    -3 | 5 | 5 | 2 | 1 | 3 | -8 | -0.3 | -6 | -1
- O=C(NCC(c1ccco1)N1CCOCC1)c1c(F)cccc1F (stereo not drawn)
    5 | 1 | 2 | 0 | 3 | -1 | -2 | -0.2 | 25* | 0
- CCOc1ccc(S(=O)(=O)Nc2ccc(C(=O)N3CC(C)OC(C)C3)cc2)cc1 (stereo not drawn)
    0 | 1 | 2 | -4 | -2 | -4 | 2 | -0.1 | 14 | -2
- CC(C)CNC(CC(=O)O)c1ccccc1 (stereo not drawn)
    8 | 5 | 2 | 4 | -4 | -5 | -1 | 0.4 | 0 | -8
- CCOC(=O)C1=C(C)NC(=S)NC1C (stereo not drawn)
    -1 | -5 | -1 | -8 | -3 | -1 | 6 | -0.3 | -10 | -2
- O=c1c2sccc2[nH]c(=S)n1Cc1ccccc1
    2 | 5 | -1 | -2 | -2 | 3 | -3 | -0.8 | 11 | 3
- O=C(NCCc1ccccc1)C1CCN(S(=O)(=O)N2CCCCCC2)CC1
    -9 | -2 | 7 | -8 | 9 | 6 | 4 | -0.6 | -6 | -1
- FC(F)Oc1ccc(NC(=S)NCc2ccco2)cc1Cl
    0 | 3 | 1 | 9 | 3 | -1 | -1 | 0.4 | -1 | 0
- COc1cc(NC(=O)C/C(C)=N/NC(=O)c2cccc(O)c2)c(OC)cc1Cl
    -4 | -2 | 0 | -1 | 0 | -2 | -4 | 6.5 | -7 | 0

More structures:
The line under a structure holds: TCR CD3 inh | SIAE inh | MBD2 DNA inh | DDE Tn7 FP inh | PRMT1 inh | UHRF1 binding | LEDGF integ inh | KLK7 zymogen act | TDP2 absorb | DDE Tn6 FP inh
- Cc1cccc(NC(=O)CSc2ccc3nnc(-c4cccnc4)n3n2)c1
    8 | 7 | -2 | 5 | -5 | -1 | -3 | -0.1 | -3 | -2
- Cc1ccc2nc(C)c3c(c2c1)N(c1ccccc1)CC3
    -4 | 1 | 0 | -1 | 2 | 2 | -3 | 5.4 | -1 | -5
- CN1C(=O)C(O)(CC(=O)c2ccncc2)c2ccccc21 (stereo not drawn)
    12 | 3 | -1 | 3 | 0 | -2 | 1 | -0.4 | 12 | -1
- COC(=O)[C@]12C[C@H](CC(=O)N3CCN(C(=O)c4ccco4)CC3)C(=O)N(CCc3ccc(OC)c(OC)c3)C1=C[C@H](C(C)C)O[C@@H]2C1CC1
    . | -5 | -3 | -5 | -3 | -1 | 3 | -0.6 | 7 | 3
- CON(C)c1nc(C2CCCCC2)c2cc(C)ccc2n1
    -3 | 6 | -2 | 3 | -1 | 0 | 1 | 0.8 | 5 | 0
- Cc1ccc(-n2nc3c(=O)n(C(C)C(=O)NCc4ccc5c(c4)OCO5)nc(C)c3c2C)cc1 (stereo not drawn)
    -6 | -1 | -2 | 0 | -3 | 0 | 9 | 0.3 | -16 | -1
- COc1ccc2c(Cl)c(C(=O)N/N=C3\CCCC(=O)C3)sc2c1
    0 | 9 | 5 | 32* | 38* | -7 | -2 | -28 | -4 | 1
- N#Cc1cnc(SCC(=O)Nc2ccccc2C(F)(F)F)nc1N
    6 | -15 | -2 | 2 | -4 | -1 | -1 | -0.3 | 12 | 1
- C[C@H](CO)N1C[C@H](C)[C@@H](CN(C)C(=O)Nc2ccccc2)Oc2c(NC(=O)C3CCCCC3)cccc2C1=O
    4 | 18* | -3 | -12 | -1 | -5 | 0 | -0.3 | 2 | -6
- CCCCNC(=O)c1onc(CSc2nc3ccccc3[nH]2)c1C(=O)NCCCC
    11 | -1 | -1 | 6 | -2 | 0 | -2 | 0.3 | 0 | 0
- O=C(Cn1cnc2c(cnn2-c2ccc(F)cc2)c1=O)N1CCN(c2ccccc2F)CC1
    -6 | -4 | 2 | 7 | 0 | 1 | -2 | 0.4 | 2 | -9

Screening data: PubChem, The Scripps Research Institute Molecular Screening Center
